High-throughput results as filed in PubChem.
KAT2A inh: qHTS Assay for Inhibitors of GCN5L2. actives 0.21% (n = 390,000). Histone acetyltransferase KAT2A (Homo sapiens), Q92830. Potency, µM (highest dose often 58.9 µM), without a hit: at the highest dose activity change, negative = inhibition, hits mostly inhibitors. GCN5L2 HAT assay, ThioGlo1 CoA-SH fluorescence
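ThioGlo1-coupled HAT assay: 20nM GCN5L2, 70uM acetyl-CoA, 75uM H3(1-25) peptide, pH 7.5. Fluorescence read at 340/540nm at start and after 20 min at room temperature.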
FEN1 inh: qHTS Assay for the Inhibitors of Human Flap endonuclease 1 (FEN1); P39748; Recombinant FEN1 flap cleavage, fluorescence, 15 min; Potency, µM (highest dose often 114 µM), for the others: at the top dose activity change, negative = inhibition, hits mostly inhibitors; actives 0.35% (n = 390,000); AID 588795, 2011; note: nearly all actives have a fitted effect of over 65% in size
Target sequence (P39748 whole entry, looked up): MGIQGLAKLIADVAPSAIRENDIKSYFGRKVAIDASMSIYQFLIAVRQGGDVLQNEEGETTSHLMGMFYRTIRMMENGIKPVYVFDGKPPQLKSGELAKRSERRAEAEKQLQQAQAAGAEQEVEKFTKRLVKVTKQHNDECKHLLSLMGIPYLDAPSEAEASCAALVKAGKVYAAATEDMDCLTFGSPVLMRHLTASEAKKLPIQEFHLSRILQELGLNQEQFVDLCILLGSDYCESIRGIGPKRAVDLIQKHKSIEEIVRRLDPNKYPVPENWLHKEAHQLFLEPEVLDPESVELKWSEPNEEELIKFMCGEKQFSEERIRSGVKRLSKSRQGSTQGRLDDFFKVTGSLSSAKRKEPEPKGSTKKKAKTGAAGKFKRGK
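Recombinant FEN1 (10 nM) was preincubated with pin-transferred compounds for 15 min at room temperature, then flap DNA substrate (50 nM final) was added. Plates were read at 0 and 15 min, and normalized concentration–response data were fitted to a four-parameter Hill equation.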
N370S GC: qHTS Assay for Inhibitors and Activators of N370S glucocerebrosidase as a Potential Chaperone Treatment of Gaucher Disease; N370S GC spleen homogenate, 4MU-glucoside fluorescence; Lysosomal acid glucosylceramidase (Homo sapiens), P04062; Potency, µM (doses to about 59.4 µM), for inactives: top-dose activity change, negative = inhibition, hits mostly inhibitors; actives 0.092% (n = 330,000); AID 2101, 2009;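 note: 0% = full enzyme activity and -100% = no enzyme basal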
Numbers without * were called inactive; ? = inconclusive; nt = not tested or not shown; & = joins results of further samples. Calls come from the whole dose curve; as a rule, active = well fitted curve in the direction sought with a large enough effect; inconclusive = small, poorly fitted or top-dose-only effect, or another doubt; inactive = no such curve, though single readings can be large; an effect the other way counts as inactive or inconclusive. Unless noted, % is set by controls: 0 for no effect and ±100 for the full control effect; potency is the fitted concentration of half-maximal effect.

Every second line gives: KAT2A inh, FEN1 inh, N370S GC
- Cc1ccc(C)c(-c2[nH]c3c(c2-c2c(-n4cccc4)n(C)c(=O)n(C)c2=O)c(=O)n(C)c(=O)n3C)c1
 : -13.5%, -3.5%, nt
- Cc1ccc(SCC(=O)Nc2ccc(N3CCOCC3)cc2)cc1
 : -0.1%, -10.8%, 4.2%
- CCc1ccc(-c2cn3c(n2)sc2cc(C(=O)NCC(C)c4ccccc4)ccc23)cc1 (stereo not drawn)
 : -3.2%, 17.1%, nt
- Cc1ccccc1Cn1cc(NC(=O)c2nn(C)cc2Cl)cn1
 : -3.4%, -7.0%, -13.8%
- Oc1ccccc1N1CCN(C(=S)NCc2ccccc2)CC1
 : -4.1%, -7.8%, 1.8%
- CC(=O)NCCNC(=O)c1ccc(-n2c(C)ccc2C)cc1
 : -1.7%, 1.7%, 8.2%
- CCn1nc(C)c(/C=N/NC(=S)Nc2ccc(Cl)cc2Cl)c1C
 : -7.5%, 2.8%, 19.2%
- CC(=O)c1ccc(NC(=O)CSc2ccc3nnc(CCNS(=O)(=O)c4ccc(C)cc4)n3n2)cc1
 : 0.9%, -6.0%, nt
- CCOc1cc(NC(=S)NCc2ccco2)c(OCC)cc1NC(=O)CC
 : ?, 0.4%, 19.8%
- CCCCN(C(=O)/C=C/c1ccco1)c1c(N)n(CCC)c(=O)[nH]c1=O
 : -18.8%, 10.5%, -2.1%
- O=C(Nc1cc(F)ccc1F)c1cnn2c(C(F)F)cc(-c3ccccc3)nc12
 : -3.1%, 3.2%, nt
- CC(=O)NCC(c1cccs1)S(=O)(=O)c1ccc(F)cc1 (stereo not drawn)
 : -5.6%, 4.6%, -2.0%
- Cc1ccc(C)c(OC(=O)c2cncc(Br)c2)c1
 : -5.3%, -1.9%, 6.7%
- CN(CC(=O)NC(=O)NCc1ccco1)Cc1nc2ccccc2c(=O)[nH]1
 : -9.2%, -19.6%, 11.1%
- Cc1c(NC(=O)CSc2nccn2C)c(=O)n(-c2ccccc2)n1C
 : 3.6%, -2.6%, 3.7%
- CCOC(=O)C1=C(CC)Nc2ccccc2N=C1NC(=O)c1ccc(S(=O)(=O)N2CCOCC2)cc1
 : -16.9%, -4.6%, 17.1%
- Cc1cccc(NC(=S)NNC(=O)Cc2ccccc2)c1
 : -6.2%, 7.1%, 5.1%
- COC(=O)CC(NC(=O)Nc1ccc(C)cc1)c1cccc([N+](=O)[O-])c1 (stereo not drawn)
 : 2.3%, 14.2%, 8.2%
- CC1CCCN(c2nc3ccccc3nc2C(C#N)S(=O)(=O)c2ccccc2)C1 (stereo not drawn)
 : -6.3%, ?, 8.0%
- COc1ccc(Cn2nnnc2C(C(C)C)N(Cc2ccco2)Cc2cccs2)cc1 (stereo not drawn)
 : -7.5%, -1.1%, ?
- CC(=O)c1cccc(N(C(=O)c2ccccn2)C(C(=O)NC2CCCCC2)c2cccs2)c1 (stereo not drawn)
 : 7.0%, 2.2%, 6.0%
- OCCCc1cn(Cc2ccccc2)c2ccccc12
 : -2.3%, -6.4%, -1.3%
- COc1ccc(CNC(=O)CCCCCNc2nc(=S)[nH]c3ccccc23)cc1
 : -4.9%, 1.0%, -24.6%
- CN(Cc1nc(-c2ccc(Cl)cc2)no1)C(=O)c1ccc2c(c1)OCO2
 : -5.9%, -1.5%, 3.7%
- O=C(c1csnn1)N1CCC2(CCCN(c3ncccn3)C2)CC1
 : 1.2%, nt, -0.2%
- CCc1ccc(C(=O)NNC(=O)C2CC(=O)N(Cc3ccccc3)C2)cc1 (stereo not drawn)
 : 1.0%, -1.9%, -2.2%
- NC(=Nc1ccccc1)Nc1ccccc1
 : 3.3%&-0.1%, -4.3%, -7.0%&-11.7%
- CSCCC(NS(=O)(=O)/C=C/c1ccccc1)C(=O)O (stereo not drawn)
 : -6.0%, 4.0%, 1.0%
- CCOc1ccc(-c2nc(CSCC(=O)N3CCN(c4cccc(C(F)(F)F)c4)CC3)c(C)o2)cc1
 : -13.4%, ?, nt
- COc1ccccc1C(=O)COC(=O)Cn1[nH]c(=O)c2ccccc2c1=O
 : -2.7%, 7.6%, -3.0%
- Cc1c(NS(=O)(=O)c2cccs2)cccc1-c1nc2cccnc2s1
 : -9.0%, -7.0%, 3.2%
- CC1=CC(C)[C@H](/C=N/n2c(=O)[nH]c3c([nH]c4ccc(C)cc43)c2=O)C(C)C1 (stereo partly drawn)
 : -8.5%, -1.5%, ?
- CCN(CC)c1ccc(NC(=O)C(NS(=O)(=O)c2cccs2)C(C)C)c(C)c1 (stereo not drawn)
 : -17.2%, 10.2%, nt
- C=CCNC(=S)N1CCC(C(=O)c2ccc(C)cc2)CC1
 : -5.7%, -6.5%, -8.0%
- CNc1nc(N)c([N+](=O)[O-])c(Nc2cccc(Cl)c2)n1
 : -2.4%, -21.8%, -1.5%
- Cc1nc(CNS(=O)(=O)c2cccc(F)c2)cs1
 : 0.8%, -1.8%, 15.9%
- Cc1ccc(S(=O)(=O)NCC(=O)OCC(=O)NCc2ccc(F)cc2)cc1
 : -0.2%, -3.5%, 1.6%
- CCc1ccc2[nH]c3nc(SCc4nnc(-c5ccccc5)o4)nnc3c2c1
 : 9.1%, -2.2%, 16.0%
- CN(C)/C=C(/C(=O)c1ccc(Cl)cc1)S(=O)(=O)c1ccc(Cl)cc1
 : -14.1%, -3.0%, -1.6%
- CCn1c(C)c(C)c2cc(C(=O)NCc3ccc(F)cc3)ccc21
 : 0.8%, 6.9%, nt
- CC(C)(C)c1ccc(C(=O)NCCC(=O)N2CCCC2)cc1
 : -1.1%, 13.9%, -3.0%
- Cc1ccc(C(=O)Nc2ccc(C(=O)O)cc2)cc1S(=O)(=O)Nc1ccccc1
 : -4.0%, -7.2%, nt
- O=C(CN1CCCCCC1)NN(Cc1ccccc1)c1ccccc1
 : -6.1%, 25.4%, -3.6%
- COc1ccccc1C1(O)CCN(CC(=O)Nc2c(C)nn(C)c2C)CC1
 : -8.2%, -0.4%, -3.4%
- CO/N=C/Cc1c([N+](=O)[O-])c(C)nn1C
 : -8.5%, 2.0%, -3.9%
- Brc1nc(Br)n(Cc2ccccc2)n1
 : 25.1%, -5.5%, 3.4%
- CCOc1ccc(CCNC(=O)CCc2c(C)nc3c4c(C)cc(C)nc4nn3c2C)cc1
 : -8.4%, 1.3%, nt
- Cc1cc(NC(=O)CCC(=O)N(c2cccc(F)c2)C(C(=O)NC2CCCC2)c2ccncc2)no1 (stereo not drawn)
 : 3.2%, -1.9%, -6.8%
- O=C(Cn1c(-c2cccs2)cc2cc(F)ccc21)N1CCN(c2ccccc2)CC1
 : -9.1%, -8.4%, nt
- COc1ccc(-n2ccn(CC(=O)Nc3ccccc3OC)c(=O)c2=O)cc1
 : -5.4%, 20.1%, -5.3%
- O=Cc1c(SCCO)nc2ccccn2c1=O
 : -3.6%, 0.7%, -4.2%
- O=C(CCN1CCN(c2ccccc2)CC1)c1ccc(Br)cc1
 : -3.6%, -20.6%, 0.6%
- CCc1ccccc1NC(=O)CSC1=Nc2ccccc2C2=NC(Cc3ccccc3)C(=O)N12 (stereo not drawn)
 : -3.6%, -19.4%, nt
- Oc1c(Br)cc(Br)cc1/C=N/NC(=S)N[C@H]1CC2C=CC1C2 (stereo partly drawn)
 : -20.8%, -12.1%, -3.3%
- O=C(CCc1ccccc1)Nc1ccc(NC(=O)C2CCCCC2)nc1
 : -0.5%, 2.6%, -19.7%
- CSc1nc2sc3c(c2c2nncn12)CCC3
 : -3.1%, -0.2%, 8.1%
- O=P(O)(CP(=O)(c1ccccc1)c1ccccc1)c1ccccc1
 : -4.5%, 9.8%, 1.1%
- Cc1ccc(NC(=S)N(CCCN2CCOCC2)Cc2ccco2)cc1
 : -6.6%, 16.0%, ?
- COc1ccc(N2CCN(c3csc4ccccc4c3=O)CC2)cc1
 : -7.3%, -7.0%, nt
- COc1ccc(NC(=O)c2ccccc2[N+](=O)[O-])cc1OC
 : 1.9%, 1.7%, 4.2%

Individual results from above.
Under KAT2A inh, COc1ccc(N2CCN(c3csc4ccccc4c3=O)CC2)cc1 has the entry -7.3%
Under N370S GC, CCOc1cc(NC(=S)NCc2ccco2)c(OCC)cc1NC(=O)CC has the entry 19.8%

The list continues:
Every second line gives: KAT2A inh, FEN1 inh, N370S GC
- CCOc1ccc(NS(=O)(=O)c2cc(Cl)ccc2OC)cc1
 : nt, -20.1%, -6.2%
- O=C(N/N=C1\CCCc2oc(C(=O)O)cc21)c1ccccc1
 : 3.0%, -18.5%, -17.5%
- CC(=O)NCCn1c(SCC(=O)c2ccc(Cl)cc2)nc2ccccc2c1=O
 : -7.4%, 2.5%, 0.1%
- CN(C)CCNC(=O)Nc1cccc(Cl)c1Cl
 : -2.7%, -3.3%, -0.4%
- C/C(CC(=O)Nc1ccc2c(c1)OCCO2)=N\NC(=O)COc1ccc(Cl)c(C)c1
 : -3.0%, 2.8%, -4.1%
- Cc1c(C)c2ccc(OCC(=O)NC(Cc3c[nH]c4ccc(O)cc34)C(=O)O)c(C)c2oc1=O (stereo not drawn)
 : -2.1%, -16.1%, 2.2%
- Cc1cc(NC(=O)COC(=O)C2CC(=O)N(c3cccc(Cl)c3)C2)no1 (stereo not drawn)
 : -1.0%, -18.3%, 0.0%
- CN1CCc2nc3sc(C(=O)NCc4ccccc4)c(N)c3cc2C1
 : 3.2%, -7.7%, -18.3%
- O=C(NCCNc1ccccc1[N+](=O)[O-])c1cc(F)c(F)cc1Cl
 : -3.7%, 0.5%, 0.0%
- C=CCc1cccc2cc(C(=O)NNC(=O)CC#N)c(=O)oc12
 : 18.1%, -2.2%, 5.8%
- CCC(C)NC(=O)CN(c1cc(C)ccc1OC)S(C)(=O)=O (stereo not drawn)
 : -18.4%, 0.5%, 3.6%
- CCn1ncc(NC(=O)Nc2cccc(C(F)(F)F)c2)c1C(N)=O
 : nt, -14.6%, 0.5%
- O=C(COC(=O)Cc1c[nH]c2ccccc12)NC1CCS(=O)(=O)C1 (stereo not drawn)
 : -5.2%, 7.8%, -0.3%
- O=C(COC(=O)c1cc(S(=O)(=O)N2CCCCC2)ccc1Cl)NCc1ccco1
 : -4.6%, 4.3%, 5.2%
- O=C(Nc1nnc(Cc2ccc(Cl)cc2)s1)c1cccs1
 : -13.0%, -17.2%, -6.9%
- Cc1ccc(CNC(=O)CS(=O)Cc2nc(-c3ccccc3C)oc2C)cc1 (stereo not drawn)
 : 1.7%, -5.2%, 8.6%
- COCC(=O)Nc1ccccc1C(=O)Nc1ccc(OC)cc1
 : -2.6%, -5.0%, -7.7%
- Cc1ccnc(N2C(=O)OC(C)(C)C2(C)O)c1 (stereo not drawn)
 : -10.0%, -4.9%, 2.6%
- Cc1ccc(-n2nnnc2SCC(=O)NCCC2=CCCCC2)c(C)c1
 : -9.7%, -10.7%, 7.9%
- CCn1nc(C(=O)NNC(=O)c2ccccc2)c2ccccc2c1=O
 : 1.7%, 6.9%, nt
- CC(=O)c1ccc(OCC(=O)Nc2ccccc2C(=O)NC2CC2)cc1
 : -26.5%, 4.7%, -1.9%
- Cc1ccc2occ(/C=C/C(=O)c3ccccc3O)c(=O)c2c1
 : -5.1%, -8.0%, 3.2%
- Cc1nn(C)cc1[C@@H]1C[C@H]2CN(Cc3cccc(Cl)c3)C(=O)[C@]23CCCN13
 : 2.1%, 13.4%, -7.2%
- Cc1ccc(-c2nc3ccc(Br)cn3c2Nc2ccc3c(c2)OCO3)o1
 : 1.6%, -1.7%, nt
- CCCCc1ncc(CN2CCC(n3nccc3NC(=O)c3ccccc3OC)CC2)[nH]1
 : -2.7%, 16.8%, -6.1%
- O=S(=O)(Nc1ccc(-c2ccc(N3CCCC3)nn2)cc1)c1ccc(OC(F)(F)F)cc1
 : -9.1%, -7.1%, nt
- COC(=O)C(CCSC)Nc1ncnc2onc(-c3ccc(F)cc3)c12 (stereo not drawn)
 : -6.0%, 10.8%, nt
- O=S(=O)(c1ccc(Br)cc1)c1nc(-c2ccccc2)oc1NCCN1CCOCC1
 : 2.0%, -10.0%, -14.5%
- COCCNC(=O)/C(C#N)=C1\N=C(N)c2ccccc21
 : -3.6%, -12.6%, -23.4%
- Cc1ccc(C)c(NS(=O)(=O)c2cc(C(=O)NCc3ccncc3)ccc2C)c1
 : -0.9%, 11.2%, -20.6%

Some of these compounds in order of SMILES length, descending.
Every second line gives: KAT2A inh, FEN1 inh, N370S GC
- Cc1nn(C)cc1[C@@H]1C[C@H]2CN(Cc3cccc(Cl)c3)C(=O)[C@]23CCCN13
 : 2.1%, 13.4%, -7.2%
- O=C(COC(=O)c1cc(S(=O)(=O)N2CCCCC2)ccc1Cl)NCc1ccco1
 : -4.6%, 4.3%, 5.2%
- CC(=O)c1ccc(OCC(=O)Nc2ccccc2C(=O)NC2CC2)cc1
 : -26.5%, 4.7%, -1.9%
- Cc1ccc2occ(/C=C/C(=O)c3ccccc3O)c(=O)c2c1
 : -5.1%, -8.0%, 3.2%
- CN(C)CCNC(=O)Nc1cccc(Cl)c1Cl
 : -2.7%, -3.3%, -0.4%
